POLH inh – blocks human DNA polymerase eta activity | Potency, µM (titrated, usually from 114 µM), without a hit: at the highest dose activity change, negative = inhibition, actives largely listed as inhibitors | 1.2% of 390,000 active | recombinant Pol eta, fluorescent DNA replication assay | Q9Y253; note: % is set by controls: 0 for no effect and ±100 for the full control effect
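Fluorescent replication assay: 50 nM final substrate added after a 15 min room-temperature compound preincubation with 10 nM enzyme. Signal taken at 0 min and again at 10 min.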
G9a inh – G9a (human) methyltransferase inhibition; Q96KQ7; G9a H3K9 monomethylation, AlphaScreen, 2 h; Potency, µM (series often up to 102 µM), inactives show at the highest dose activity, negative = inhibition, usual class: inhibitors; 8.8% of 350,000 active; note: % is set by controls: 0 for no effect and ±100 for the full control effect; nearly all actives have a fitted effect of over 75% in size
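Readings reflect AlphaScreen signal from monomethyl-H3K9 antibody detection. HMT at 20 nM; substrate b-H3K9 500 nM; cofactor SAM 20 uM; 2 h RT reaction; compounds tested as titrations in qHTS with 15 min preincubation.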
APEX1 inh – inhibitors of human APE1 endonuclease; P27695; 0.35% of 350,000 active; Potency, µM (titrated, usually from 65.8 µM), without a hit: at the highest dose activity change, negative = inhibition, usual class: inhibitors; recombinant APE1, TAMRA/BHQ-2 abasic DNA cleavage fluorescence;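 note: plate controls were vehicle for no effect and reference inhibitor for full effect; nearly all actives have a fitted effect of over 55% in size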
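Compound pre-exposure to 0.75 nM APE1, 15 min at ambient temperature. Reaction initiated with 50 nM TAMRA/BHQ-2 THF substrate, read immediately in kinetic mode, 525 nm excitation, 598 nm emission.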
Pol kappa inh – inhibitors of human DNA polymerase kappa; Potency, µM (series often up to 107 µM), for the others: at the highest dose activity, negative = inhibition, usual class: inhibitors; Q9UBT6; AID 588579; 0.53% of 400,000 active; purified Pol kappa, fluorescent DNA synthesis assay, 10 min; note: % is set by controls: 0 for no effect and ±100 for the full control effect
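First, compounds were pin-transferred onto 10 nM Pol kappa. After 15 min at room temperature, substrate was added to 50 nM final. Fluorescence was then measured kinetically at 0 and 10 min.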
Pol beta inh – DNA polymerase beta (human) inhibition; 1.3% of 340,000 active; Potency, µM (titrated, usually from 114 µM), inactives show at the top dose activity change, negative = inhibition, usual class: inhibitors; AID 485314; P06746; Pol beta primer extension/strand displacement, fluorescence kinetic; note: % is set by controls: 0 for no effect and ±100 for the full control effect
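10 nM enzyme + cpd, 15 min RT; start with substrate 50 nM final; read 0 min and after 10 min RT. Corrected, normalized data; 4-parameter Hill curve fit.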
POLI inh – DNA polymerase iota (human) inhibition; Pol iota fluorescent replication assay, 10 min; Potency, µM (series often up to 115 µM), inactives show at the highest dose activity, negative = inhibition, most hits filed as inhibitors; 1% of 390,000 active; AID 588590
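Fluorescent replication assay read twice, at 0 min and 10 min after adding 50 nM (final) substrate. Enzyme (10 nM) and compounds were first incubated 15 min at room temperature; enzyme-free buffer wells were negative controls.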
JMJD2A Tudor – JMJD2A Tudor domain (human) inhibition; O75164; AlphaScreen JMJD2A-Tudor / H3K4me3 peptide binding; Potency, µM (titrated, usually from 114 µM), for inactives: at the top dose activity change, negative = inhibition, hits mostly inhibitors; 4.4% of 390,000 active; note: % is set by controls: 0 for no effect and ±100 for the full control effect; nearly all actives have a fitted effect of over 50% in size
BLM inh – Bloom syndrome helicase (human) inhibition | 0.2% of 350,000 active | Potency, µM (doses to about 56.1 µM), inactives show at the top dose activity change, negative = inhibition, hits mostly inhibitors | recombinant BLM DNA unwinding, fluorescence dequenching;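 note: plate controls were vehicle for no effect and no enzyme for full effect; nearly all actives have a fitted effect of over 35% in size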
BAZ2B inh – inhibitors of human BAZ2B bromodomain; Potency, µM (top dose mostly 114 µM), inactives show top-dose activity change, negative = inhibition, actives largely listed as inhibitors; AlphaScreen BAZ2B-H3K14Ac peptide displacement; 4.4% of 360,000 active; note: % is set by controls: 0 for no effect and ±100 for the full control effect; nearly all actives have a fitted effect of over 60% in size
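AlphaScreen luminescence quantifies BAZ2B engagement of H3K14Ac peptide; the protein and biotinylated peptide are both at 50 nM final, buffer PBS pH 7.4 with 0.01% Tween-20, all steps at room temperature.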
* = called active by the depositor; ? = inconclusive; · = no result given; & = joins results of further samples; [ ] = dose if it differs, or a comment. Calls come from the whole dose curve; as a rule, active = well fitted curve in the direction sought with a large enough effect; inconclusive = small, poorly fitted or top-dose-only effect, or another doubt; inactive = no such curve, though single readings can be large; an effect the other way counts as inactive or inconclusive. Potency is the fitted concentration of half-maximal effect.

smiles | POLH inh | G9a inh | APEX1 inh | Pol kappa inh | Pol beta inh | POLI inh | JMJD2A Tudor | BLM inh | BAZ2B inh
Cc1ccc(-c2cc(O)cc3sc(=O)oc23)cc1C | -26% | -24% | -3% | -13% | -11% | -12% | -7% | -11% | -20%
Cc1ccc(-n2cc(CNCCCN3CCCC3=O)c(-c3ccc(F)cc3)n2)cc1 | -23% | · | 23% | 0% | 43% | 66%[activator] | -15% | 5% | -2%
C=CCNC(=O)c1ccc(-c2nc3ccccc3nc2-c2ccccc2)cc1 | -1% | · | · | -5% | · | 28% | -30% | · | ·
Cc1cccc(C(=O)Oc2c(Sc3ccccc3)c(C)nn2C(C)(C)C)c1 | -14% | 76%[activator][59 µM] | · | 8% | -2% | 3% | 54%[activator] | -5% | 45%[activator]
CCOC(=O)CSc1nc(CC)nc2ccccc12 | -6% | 41% | 2% | -3%[60.1 µM] | 0% | 18% | 14% | 0% | 14%
O=C(NC1CCCC1)C(c1ccccn1)N(C(=O)c1csnn1)C1CCCCC1 (configuration not stated) | -1% | -26%[59 µM] | 3% | -6% | -19% | 10% | ? | 0% | -1%
O=C1CCCN1S(=O)(=O)c1ccccc1 | -2% | 3% | 7% | 0% | 3% | 34%[activator] | -8% | 0% | -22%
O=C(NCc1cccc(Cl)c1)NCc1noc2ccccc12 | 4% | -1%[59 µM] | · | -5% | -10% | 0% | 5% | 4% | -3%
CCCCCCn1cc(C(=O)O)c(=O)c2cc(F)c(N3CCCCC3)cc21 | -7% | · | 0% | -1% | 47% | -17% | -7% | 1% | 8%
Cc1ccc(O)c(CC(C)C)n1 | 3% | -3% | 1% | 3% | 11% | 17% | -17% | 1% | 2%
CCC(CC)C(=O)Nc1nnc(SCc2cc(=O)n3cccc(C)c3n2)s1 | -8% | 22%[59 µM] | · | -5%[60.1 µM] | 24% | -7% | -9% | -1% | 5%
CC1CCC(NC(=O)C(NC(=O)c2ccccc2)C(C)C)CC1 (configuration not stated) | 3% | 6% | 13% | -17% | 1% | -13% | 1% | 1% | 24%
Cc1cccc(N(CC(=O)O)CC(=O)O)c1 | -14% | 11µM* | 2% | 0% | -19% | 11% | -35% | -3% | -31%
CCOC(=O)c1[nH]c(C)c(/C(O)=C2\C(=O)C(=O)N(CCN3CCOCC3)C2c2ccco2)c1C (configuration not stated) | 4% | 40µM* | -3% | -9% | 8% | 13% | -14% | 0% | ?
O=c1n(-c2ccc(Br)cc2)cnn1-c1ncccc1[N+](=O)[O-] | -7% | 4% | -1% | -9% | -2% | 10% | -12% | -5% | -22%
COc1cccc(CNCCCSc2nnnn2C)c1OC | -16% | 6%[59 µM] | · | 3% | 5% | 29% | 3% | 1% | -16%
CCOC(=O)c1cnc2c(Cl)c(Cl)ccc2c1N1CCN(C)CC1 | -2% | ? | -9% | -3% | 23% | 30% | -23% | -11% | ?
CCCn1c2ccccc2c2cnn(CC(=O)NCCc3ccc(C)cc3)c(=O)c21 | -17% | 12%[59 µM] | · | -5% | 0% | 15% | -18% | 2% | 6%
Cc1ccc(NC(=O)N2CCC(O)(c3ccc(Cl)cc3)CC2)cc1 | -15% | 3% | -2% | -3% | -2% | 2% | -4%[57.1 µM] | -1% | -6%
CC(=O)N(Cc1cc2ccccc2[nH]c1=O)c1ccc(C)cc1 | -5% | · | 0% | -9% | 0% | 12% | 5% | 6% | 9%
C/C(=N\NC(=O)CN(c1ccc(Oc2ccccc2)cc1)S(C)(=O)=O)C(C)(C)C | -10% | -1% | 19% | -6% | 13% | -12% | -31% | -21% | 10%
C[C@H](CO)N1C[C@H](C)[C@@H](CN(C)C(=O)NC2CCCCC2)Oc2c(NS(=O)(=O)c3ccc(F)cc3)cccc2C1=O | -11% | · | 32% | 15% | · | 11% | -10% | · | ·
CC(=O)Nc1ccccc1NC(=O)CN(C)S(=O)(=O)c1ccc(C)cc1 | -2% | -26%[12.7 µM] | 1% | -6% | -1% | 13% | 1%[57.1 µM] | -2% | -1%
CCCN(CCC)CCCNC(=O)c1cc2c(=O)oc3ccc(C)cc3c2s1 | -14% | -2%[59 µM] | · | -7% | 101% | 35%[activator] | -18% | 69%[activator] | -14%
CC(C)C(C(=O)OCC(=O)c1cccc([N+](=O)[O-])c1)N1C(=O)[C@@H]2[C@H]3CC[C@H](C3)[C@@H]2C1=O (some centres not stated) | -13% | 11%[59 µM] | ? | -6% | -13% | 6% | -19% | -1% | -7%
CCc1ccc(N2C(=O)CS(=O)(=O)C23C(=O)N(Cc2ccccc2)c2ccccc23)cc1 (configuration not stated) | -16% | ? | · | -10% | 1% | 14% | -29% | -5% | -2%[57.1 µM]
CCOc1cc(/C=N/N2C(=O)NC3(CCCCC3)C2=O)cc(Br)c1O | 1% | ? | -4% | -26% | 0% | 2% | -16% | 2% | ·
CCOC(=O)c1c(-c2ccc(C)cc2)csc1NC(=O)c1nc(SC(C)C)ncc1Cl | -19% | 13µM* | · | -5% | 5% | 23% | -17% | 0% | -7%
CC(C)Cc1nnc(NC(=O)CCc2c[nH]c3ccccc23)s1 | -10% | -35% | -4% | 2% | -13% | -1% | -25% | -10% | -21%
O=C(Nc1cccc(C(F)(F)F)c1)C1CCCN1S(=O)(=O)c1cccc2cccnc12 (configuration not stated) | -26% | -6% | -1% | -11% | 6% | 27% | -9% | -8% | -2%
COc1ccc(Cl)cc1NC(=O)CCN1CCN(c2ccccc2C)CC1 | -13% | 9% | 2% | 3%[60.1 µM] | -12% | ? | -4% | -1% | 11%
COc1ccc(C2N(C(=O)c3ccccc3)CCN2C(=O)c2ccccc2)cc1 | 7% | ? | 6% | -7% | -1% | -3% | -1% | -9% | -2%
Cc1cccc(NC(=O)CCS(=O)(=O)c2cccc3nsnc23)c1C | -12%&13% | ? | 3% | -14%&-5% | 14%&-8% | 68%&12%[activator] | -13%&-17% | -8%&3% | -6%
CC(=O)/C(C#N)=C1\NC(=O)C(Cc2ccccc2Cl)S1 (configuration not stated) | 7% | 7%[59 µM] | -6% | -4% | -1% | ? | ? | -8% | ?
COc1ccc([N+](=O)[O-])cc1N1C(=O)c2cccc3cccc(c23)C1=O | -10% | ? | -2% | -8% | 23% | -1% | -4% | -4% | -23%
O/N=C/c1ccc(OCC(O)COc2ccc(/C=N/O)cc2)cc1 | -19% | -46%[59 µM] | -5% | -9% | 29% | 3% | -1% | -2% | 6%

Retrieved by structure from above (four):
smiles | POLH inh | G9a inh | APEX1 inh | Pol kappa inh | Pol beta inh | POLI inh | JMJD2A Tudor | BLM inh | BAZ2B inh
CC(C)C(C(=O)OCC(=O)c1cccc([N+](=O)[O-])c1)N1C(=O)[C@@H]2[C@H]3CC[C@H](C3)[C@@H]2C1=O (some centres not stated) | -13% | 11%[59 µM] | ? | -6% | -13% | 6% | -19% | -1% | -7%
COc1ccc([N+](=O)[O-])cc1N1C(=O)c2cccc3cccc(c23)C1=O | -10% | ? | -2% | -8% | 23% | -1% | -4% | -4% | -23%
COc1ccc(C2N(C(=O)c3ccccc3)CCN2C(=O)c2ccccc2)cc1 | 7% | ? | 6% | -7% | -1% | -3% | -1% | -9% | -2%
O/N=C/c1ccc(OCC(O)COc2ccc(/C=N/O)cc2)cc1 | -19% | -46%[59 µM] | -5% | -9% | 29% | 3% | -1% | -2% | 6%

More entries follow:
smiles | POLH inh | G9a inh | APEX1 inh | Pol kappa inh | Pol beta inh | POLI inh | JMJD2A Tudor | BLM inh | BAZ2B inh
O=C(NCCCN1CCOCC1)c1cc(-c2cccc(O)c2)on1 | 1% | -24% | 34%[activator] | 0% | 40% | 1% | -11% | 2% | -1%
CC(C)CC(c1nnnn1C1CCCC1)N1CCC(C(N)=O)CC1 (configuration not stated) | -12% | 4% | -1% | -12% | 58% | 18% | 1% | -4% | 1%
COC(=O)c1ccc2c(=O)n(CCCCCC(=O)N3CCN(c4ccc(F)cc4)CC3)c(=O)[nH]c2c1 | -7% | 11% | -3% | 2% | -2% | -1% | -7%[57.1 µM] | -3% | 5%
CC(C)(C)[C@H]1C=C(C(=O)N2CCN(Cc3ccccc3)CC2)O[C@@H](OCCCCO)C1 | -7% | 3%[59 µM] | 4% | 0% | -2% | 1% | -15% | -3% | -2%
O=[N+]([O-])c1cccc(/C([O-])=C(/C(=S)Nc2ccccc2)[n+]2ccccc2)c1 | -20% | 10µM* | 3% | -18% | 55% | 25% | ? | -16% | -23%
CCN(CC)CCCn1c2c(c(SCC(=O)Nc3cccc(C(C)=O)c3)nc1=O)CCC2 | 8% | 5%[0.501 µM] | -6% | -1% | · | 45%[activator] | -10% | · | 12%
CCOc1ccc(S(=O)(=O)N2CCN(C(=O)c3oc4ccccc4c3C)CC2)cc1 | -8% | · | · | -14% | · | 5% | -14% | · | ·
CSc1ccc(CNC(=O)C(C)n2nc(C)c3c(C)n(-c4ccccc4)nc3c2=O)cc1 (configuration not stated) | -23% | ? | 31% | 2% | 0% | 22% | -32% | 2% | -22%
COc1ccc(NS(=O)(=O)c2cccc(N3CC(O)=C(c4ccccc4)C3=N)c2)cc1 | -19% | ? | -9% | -17% | 12%[57.1 µM] | 11% | -25% | 2% | 7%
O=C(c1csnn1)N1CCC2(CCCN(c3ccccn3)C2)CC1 | · | -1%[12.7 µM] | 21% | -1%[60.1 µM] | · | · | · | 1% | ·
O=C(Nc1ccnn1C1CCN(Cc2cccc(O)c2)CC1)C1CCCC1 | -4% | · | 7% | -3% | 10% | 26% | -15% | -3% | -4%
COc1ccc(OCCSc2ccc(S(=O)(=O)N3CCCC3)cn2)cc1 | -25% | ? | -7% | 0% | · | 10% | 3% | · | 3%
O=C(O)c1ccc2c(c1)C(=O)N(c1ccc(/C=C/C(=O)c3ccccc3)cc1)C2=O | 22µM* | ? | 0% | -8% | -13% | ? | -29% | -15% | ?
CN(C)CCN(C(=O)CCc1ccccc1)c1nc2c(F)cc(F)cc2s1 | -13% | 50µM* | 15% | 2% | 12% | 13% | -27% | 5% | ·
COc1ccc(N2CCN(C(=O)CNS(=O)(=O)c3ccc(C)c(C)c3)CC2)cc1 | -1% | ? | -4% | -7% | 4% | 62%[activator] | -27% | 0% | -35%
O=C(O)C1CCCCC1C(=O)N1CCCC1 (configuration not stated) | -16% | 7% | -11% | -1% | 25% | 10% | -1% | -3% | -1%
Cc1cc(SCC(=O)c2cccs2)n2nc(C)c(-c3ccccc3)c2n1 | -19% | 32%[59 µM] | 5% | -21% | 2% | ? | -16% | -10% | -27%
COc1cc(C2C(C(=O)c3ccco3)=C(O)C(=O)N2c2cc(C)on2)ccc1OCc1ccccc1 (configuration not stated) | · | -10% | -21% | · | -1% | · | · | -2% | -16%[57.1 µM]

Screening results from PubChem.

The list is partial; the hit share may differ from the screen's.
